All columns: NCI-60 one-dose screen, growth in % after 48 h at 10 µM unless noted; 100 = growth as untreated, 0 = no growth, -100 = all killed.
IGROV1: IGROV1 ovarian cancer; actives 4.7% (n = 79,000); AID 1794786
SN12C: SN12C renal cancer cells; actives 3.8% (n = 81,000)
TK-10: TK-10 renal cancer cells; actives 3.9% (n = 81,000); AID 1794769
OVCAR-4: OVCAR-4 ovarian cancer cells; actives 3.7% (n = 80,000); AID 1794784
OVCAR-5: OVCAR-5 ovarian cancer; actives 2.9% (n = 82,000)
SK-OV-3: SK-OV-3 ovarian cancer cells; actives 3.2% (n = 80,000); AID 1794785
786-0: 786-0 renal cancer cells; AID 1794775; actives 5.1% (n = 81,000)
UO-31: UO-31 renal cancer; actives 5.2% (n = 81,000); AID 1794768
Numbers without * were called inactive; x = no result given. The calls were made as follows: active = growth percent below 10; inactive = the rest. Outcome played no part in choosing rows; any-hit rate near 8.7%.

Values run as follows: SK-OV-3	IGROV1	OVCAR-5	UO-31	OVCAR-4	TK-10	786-0	SN12C
- COc1ccc(-c2c(C#N)nnn2-c2ccc(OC)cc2)cc1
→ 105.2	102.2	97.5	88.5	89.8	102.8	98.7	106.3
- CCCCN(CCCC)CCCOc1ccccc1Cc1ccccc1
→ 78.0	61.0	69.8	51.4	46.2	80.9	78.4	69.3
- COc1cc(-c2cc(-c3ccccc3)nc(N)c2C#N)cc(OC)c1OC
→ 102.8	116.1	103.4	85.5	99.2	x	105.5	114.1
- CCCn1c2cc(OCc3cn(-c4ccc(Cl)cc4)nn3)ccc2c2ccnc(C)c21
→ 73.9	74.0	78.0	46.4	55.5	113.5	34.8	34.2
- S=C1NC2(c3ccccc3)CCC(=S)N2c2ccccc21 (stereo not given)
→ x	106.5	103.4	86.2	105.4	124.1	103.5	96.8
- Cc1ccc(-c2nc(C#N)c(S(=O)(=O)N3CCN(S(=O)(=O)c4ccc(C)cc4)CC3)o2)cc1
→ 123.3	113.6	120.2	104.2	100.6	151.4	115.2	99.1
- C=C1C(=O)O[C@H]2[C@H]1CC/C(COC(=O)c1cc3ccccc3s1)=C\CC[C@@]1(C)O[C@@H]21
→ 85.3	-66.0*	-57.3*	-94.3*	-62.0*	-91.9*	-83.4*	-43.9*
- Cc1nn(-c2ccccc2)c(Cl)c1/C=C1\N=C(c2ccccc2)N(C(=O)c2ccc(O)cc2)NC1=O
→ 107.7	93.4	90.5	77.7	81.2	113.8	73.1	91.4
- CCOC(OCC)c1ccccc1
→ 111.2	119.2	x	100.2	105.5	x	102.0	94.8
- COc1ccc(C(=O)c2c(N)nc3n2CCCCC3)cc1OC
→ 111.2	99.4	101.2	96.6	106.8	95.0	102.2	106.6
- Cc1ccc(-c2oc(C=Nc3ccccc3)c([N+](=O)[O-])c2-c2ccc(C)cc2)cc1
→ 80.3	82.5	87.9	84.5	78.1	110.6	101.1	91.6
- COc1ccc(/C=C2\C(=O)N=C3N2N=C(C)C(=O)N3c2ccccc2)cc1
→ 100.3	84.0	109.0	73.8	105.0	124.8	99.3	100.0
- Cc1cc(O)c(C2=NN(c3ccc(S(N)(=O)=O)cc3)C(c3ccccc3Cl)C2)cc1Cl (stereo not given)
→ 44.5	12.2	18.1	16.5	34.3	60.6	-66.3*	18.8
- CC(=O)C(C(C)=O)C(C(C)=O)C(C)=O
→ 98.6	77.5	98.6	60.3	73.8	109.7	91.4	58.9
- CC(C)[C@@H]1NC(=O)[C@]2(C)CSC(=N2)c2ccnc(c2)CNC(=O)C[C@@H](/C=C/CCS)OC1=O
→ -7.5*	0.5*	18.2	12.0	27.3	x	6.4*	27.8
- O=C(O)c1cccc2ccccc12
→ 116.7	94.3	105.8	76.0	105.9	101.5	101.2	106.4
- N#Cc1ncc(-c2ccc(C(F)(F)F)cc2)c(NC2CCCCCC2)n1
→ 73.6	32.5	38.8	5.4*	12.6	58.1	37.9	19.6
- CCCNC(=O)Oc1ccc(/C(=C(\C)c2ccccc2)c2ccc(OCCN(CC)CC)cc2)cc1
→ 92.2	92.8	81.3	51.4	80.4	101.6	70.5	77.3
- CCCC1(CCC)c2ccccc2C(CCl)(OCC)c2ccccc21
→ 106.8	80.6	113.1	95.6	84.0	103.3	81.0	87.0
- CN(C)c1ccc(-c2nnc(Cn3c(Cc4cccc5ccccc45)nc4ccccc43)o2)cc1
→ 103.9	x	94.3	64.1	103.5	116.6	104.6	95.3
- N#Cc1c(O)ccc(O)c1C#N
→ 100.5	108.4	102.6	76.1	x	104.5	102.5	107.0
- CCOc1ccccc1/C=C/C(=O)c1sc(N)nc1C
→ 119.0	96.5	148.7	93.5	100.3	128.4	100.2	94.8
- O=C1Nc2ccccc2C1(N1CCCCC1)N1CCCCC1
→ 114.6	103.6	112.1	63.4	93.2	155.3	104.4	103.1
- CCOC(=O)c1c(Nc2nc3ccccc3s2)sc2c1CCC(=O)C2
→ 99.5	44.7	86.7	52.7	8.1*	29.1	66.0	36.8
- COCOc1ccc(/C=C2\Oc3cc(O)ccc3C2=O)cc1
→ x	99.3	107.3	99.7	113.4	112.8	89.1	88.5
- NC(=S)COc1ccccc1
→ 100.9	100.1	105.9	81.5	97.8	95.8	105.1	109.1
- CC(C)C[C@H](NC(=O)Cn1ccc2ncccc2c1=O)B(O)O
→ 102.5	112.8	98.6	80.1	111.4	98.7	103.5	104.6
- CCS(=O)(=O)OCCO[C@H]1Cc2cc3ccc(=O)oc3cc2OC1(C)C
→ x	109.3	107.3	86.9	105.8	102.1	106.2	107.1
- Clc1ncnc2c1ncn2Cc1ccccc1
→ 102.5	111.2	97.6	91.0	104.2	96.2	101.8	107.8
- CC(C)CSc1nc(NNC(N)=S)c(C#N)c(-c2ccc(F)cc2)n1
→ 84.7	99.8	91.2	64.3	105.5	103.3	104.1	89.3
- CN1CCSC1=S
→ 98.3	104.6	111.3	88.4	117.8	97.9	99.0	105.7
- COc1ccc(-c2cc(-c3ccc(Nc4ccnc5cc(Cl)ccc45)cc3)nc(N3CCOCC3)n2)cc1
→ 100.5	103.1	135.4	87.8	-52.1*	9.4*	69.6	49.2
- COc1cccc2c1C=CC1(O2)Oc2cccc(OC)c2C=C1C (stereo not given)
→ 65.5	27.9	29.6	47.0	85.3	103.0	26.9	49.0
- O=C(COc1ccc(Cl)cc1)Nc1ccc(-c2nc3ccccc3s2)c(Cl)c1
→ 103.2	64.2	97.8	88.3	81.8	122.2	96.2	95.0
- COc1ccc(C2(SCC(N)C(=O)O)c3ccccc3-c3ccccc32)cc1 (stereo not given)
→ 111.0	120.7	97.9	90.3	98.9	106.5	100.5	91.1
- COc1cc(C2CC(c3c(C)[n+]([O-])c4ccccc4[n+]3[O-])=NN2)cc(OC)c1OC (stereo not given)
→ 102.8	16.2	100.3	94.6	103.9	121.7	101.7	94.4
- CCCCNS(=O)(=O)c1ccccc1
→ 98.3	125.8	94.4	95.4	97.8	110.4	103.5	104.3
- Cc1ccc(-c2nc3ccc(Cl)cc3c(=O)n2N2C(=O)CSC2c2ccccc2Cl)cc1 (stereo not given)
→ 36.2	57.5	82.7	67.2	14.4	74.6	70.0	69.0
- CCC(c1ccc(OS(=O)(=O)c2ccc(F)cc2)cc1)C(CC)c1ccc(OS(=O)(=O)c2ccc(F)cc2)cc1 (stereo not given)
→ 103.3	103.1	112.3	75.7	101.9	92.1	90.9	94.7
- C/C=C\C(=O)N(c1ccc(N(C(=O)/C=C/C)C(C)CC)cc1)C(C)CC (stereo not given)
→ 95.3	83.4	97.1	84.1	98.2	100.6	90.4	106.1
- Cc1nn(-c2ccccc2)c2ncnc(Nc3ccccc3)c12
→ 103.5	112.5	94.7	106.4	102.4	106.3	97.1	105.0
- COc1cc(-c2nc(-c3nnc(-c4ccc(Cl)cc4Cl)o3)c3ccccn23)cc(OC)c1OC
→ 94.0	79.4	93.2	46.0	81.4	96.9	73.7	91.5
- COc1ccc(CN2C(=O)N(c3cccnc3Cl)S(=O)(=O)c3ccccc32)cc1F
→ 112.7	100.6	106.3	90.8	108.5	101.2	98.3	99.0
- NC(=S)CNC(=O)c1ccccc1
→ 95.1	86.2	96.8	83.5	105.7	107.9	105.5	98.6
- CCCCCCOC(=O)c1ccccn1
→ 109.2	115.0	94.8	97.2	105.6	88.2	105.0	111.8
- O=[N+]([O-])c1cccc(OCCCOc2ccccc2)c1
→ 111.7	109.1	109.4	77.7	102.4	77.2	96.2	102.1
- O=C(CCCCCCCCC(=O)N1CCCCC1)N1CCCCC1
→ 116.2	103.7	109.4	84.1	95.0	103.1	103.0	100.7
- COc1cccc(C2C(=O)c3ccccc3-c3cn(Cc4ccccc4)c4cccc2c34)c1 (stereo not given)
→ 93.9	104.4	99.4	80.3	88.3	103.5	91.4	88.2
- O=C(Cn1cc[n+](CC(=O)c2ccc(-c3ccccc3)cc2)c1)Nc1cccc2cccnc12
→ 80.0	27.3	90.6	94.3	32.9	118.9	95.8	75.9
- O=c1cc(Cn2cc(CSc3nc4ccccc4o3)nn2)c2ccccc2o1
→ 81.8	112.9	111.7	86.1	114.6	112.2	102.0	100.9
- CNC(=O)c1cc(-c2ccc(NC(=O)Nc3cc(C(F)(F)F)cc(C(F)(F)F)c3)cc2)nc2cccnc12
→ 103.9	76.0	103.9	62.8	62.3	107.9	97.0	92.2
- O=C(NNc1nc(N2CCOCC2)nc(N2CCOCC2)n1)c1ccccc1
→ 112.5	110.9	98.7	87.7	111.3	105.5	113.5	100.1
- COc1ccc(C2C(c3ccccc3)C(=O)N2c2cc(OC)c(OC)c(OC)c2)cc1I (stereo not given)
→ 6.7*	20.6	35.9	18.7	39.8	75.1	17.4	33.0
- CC(C)(C)C(C)(C)CN
→ 104.2	101.5	116.9	88.4	104.7	96.8	108.4	105.7
- C/C=C(/C)C(=O)O[C@@H]1CC(C)(C)CC2C34OC(=O)[C@@]21CC[C@@]3(C)[C@]1(C)CCC2C(C)(C)C(=O)CC[C@]2(C)C1C[C@@H]4O (stereo not given in full)
→ 87.8	72.6	95.3	67.8	67.1	73.2	74.7	83.7
- Clc1cc(Cl)c(OCCCCCCN2CCNCC2)c(Cl)c1
→ 98.0	46.6	71.0	73.2	86.9	65.9	23.1	x
- NC(=O)c1ccccc1Oc1ccc2nnc(-c3ccncc3)n2n1
→ 115.3	101.2	100.7	71.8	x	97.7	97.8	95.1
- Cc1ccc2c(c1)=N/C(=N/c1[nH]c(O)c3ccccc13)N=2
→ 75.9	x	106.5	37.6	87.9	115.0	95.8	75.9
- Cc1ccc(NCCN2CCOCC2)c2c(=O)c3ccccc3sc12
→ 80.0	68.9	93.1	67.5	97.1	111.1	36.6	90.6
- CCOC(=O)CCCN1C/C(=C\c2ccccc2)C(=O)c2ccccc21
→ 81.2	88.4	87.8	67.6	101.5	90.0	98.6	88.8

10 consecutive compounds out of the list so far:
Values run as follows: SK-OV-3	IGROV1	OVCAR-5	UO-31	OVCAR-4	TK-10	786-0	SN12C
- O=[N+]([O-])c1cccc(OCCCOc2ccccc2)c1
→ 111.7	109.1	109.4	77.7	102.4	77.2	96.2	102.1
- O=C(CCCCCCCCC(=O)N1CCCCC1)N1CCCCC1
→ 116.2	103.7	109.4	84.1	95.0	103.1	103.0	100.7
- COc1cccc(C2C(=O)c3ccccc3-c3cn(Cc4ccccc4)c4cccc2c34)c1 (stereo not given)
→ 93.9	104.4	99.4	80.3	88.3	103.5	91.4	88.2
- O=C(Cn1cc[n+](CC(=O)c2ccc(-c3ccccc3)cc2)c1)Nc1cccc2cccnc12
→ 80.0	27.3	90.6	94.3	32.9	118.9	95.8	75.9
- O=c1cc(Cn2cc(CSc3nc4ccccc4o3)nn2)c2ccccc2o1
→ 81.8	112.9	111.7	86.1	114.6	112.2	102.0	100.9
- CNC(=O)c1cc(-c2ccc(NC(=O)Nc3cc(C(F)(F)F)cc(C(F)(F)F)c3)cc2)nc2cccnc12
→ 103.9	76.0	103.9	62.8	62.3	107.9	97.0	92.2
- O=C(NNc1nc(N2CCOCC2)nc(N2CCOCC2)n1)c1ccccc1
→ 112.5	110.9	98.7	87.7	111.3	105.5	113.5	100.1
- COc1ccc(C2C(c3ccccc3)C(=O)N2c2cc(OC)c(OC)c(OC)c2)cc1I (stereo not given)
→ 6.7*	20.6	35.9	18.7	39.8	75.1	17.4	33.0
- CC(C)(C)C(C)(C)CN
→ 104.2	101.5	116.9	88.4	104.7	96.8	108.4	105.7
- C/C=C(/C)C(=O)O[C@@H]1CC(C)(C)CC2C34OC(=O)[C@@]21CC[C@@]3(C)[C@]1(C)CCC2C(C)(C)C(=O)CC[C@]2(C)C1C[C@@H]4O (stereo not given in full)
→ 87.8	72.6	95.3	67.8	67.1	73.2	74.7	83.7

(further entries)
Values run as follows: SK-OV-3	IGROV1	OVCAR-5	UO-31	OVCAR-4	TK-10	786-0	SN12C
- CC(=O)CC(=O)c1ccc(-c2ccccc2)cc1
→ 84.0	99.8	94.3	97.9	91.4	89.6	74.2	89.1
- CCc1n(Cc2ccc3ccccc3c2)c2ccccc2[n+]1Cc1ccc2ccccc2c1
→ 83.0	45.8	75.7	87.2	18.3	75.5	89.0	65.2
- CC(=O)Nc1nc(O)c(/C=N/c2ccccn2)s1
→ 107.3	130.2	120.1	114.4	115.4	135.6	104.2	103.5
- O=C(Nc1nc2c(s1)CCc1c-2c(Br)n(Cc2ccccc2)c1-c1ccccc1)c1ccccc1
→ 117.6	109.2	93.7	63.7	87.1	109.8	98.3	87.6
- CCCCCNC(=O)c1ccc(C)cc1
→ 82.3	108.3	103.7	93.9	114.2	93.6	98.9	99.3
- CCCCCCCCCCC1OCC(CC)(CCCC)CO1 (stereo not given)
→ 73.8	104.3	102.5	92.5	99.8	94.4	97.6	94.4
- CCOC(=O)C1=C(C)NC(C)=C(C(=O)OCC)C1c1ccc([N+](=O)[O-])s1
→ 97.4	88.8	111.4	79.2	91.1	111.6	97.4	94.7
- CC[C@@H](C(=O)[C@H](C)[C@H](O)[C@@H](C)[C@H]1O[C@H]([C@@H](CC)C(=O)O)CC[C@H]1C)C1O[C@]2(C=C[C@@H](O)[C@]3(CC[C@@](C)([C@H]4CC[C@](O)(CC)[C@H](C)O4)O3)O2)[C@H](C)C[C@@H]1C (stereo not given in full)
→ 42.5	41.1	41.9	34.5	43.4	56.5	27.1	11.8
- Cc1ncc([N+](=O)[O-])n1CC(C)O (stereo not given)
→ 114.5	110.9	100.2	90.5	102.1	95.4	101.7	99.5
- O=[N+]([O-])c1ccc(-c2nnc(SCc3nnc(-c4cccc([N+](=O)[O-])c4)o3)o2)cc1
→ 107.8	100.7	100.0	67.3	80.9	126.4	105.6	97.5
- CSc1ccccc1NC(=O)c1ccc2nnn(/C(C#N)=C/c3ccccn3)c2c1
→ 63.1	-81.8*	-95.0*	-100.0*	-96.5*	-98.6*	-98.5*	-99.0*
- C=CCSc1nnc(-c2ccc(-c3nc4ccc(C)cc4[nH]3)cc2)o1
→ 123.5	116.9	110.6	98.2	103.8	109.1	97.4	104.6
- Cc1cc(C)c(O)c(Br)c1
→ 97.9	82.1	104.9	59.8	x	112.3	99.0	104.5
- Cc1cc[n+](CC(=O)c2ccc(Cl)cc2)c(C)c1
→ 106.4	101.2	103.1	82.6	106.2	105.4	109.7	104.2

Screens as filed in PubChem BioAssay.
